Source: PubChem BioAssay (several laboratories)
STK33 inh: blocks human STK33 kinase activity | Q9BYT3 | AID 2661 | purified STK33, MBP phosphorylation, ADP-Glo luminescence | actives 0.073% (n = 320,000) | inhibition, % at 10 µM;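 active means inhibition at or above 25%, using the most active replicate where run in duplicate; inactive means inhibition below 25%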
Target sequence (Q9BYT3 whole entry, looked up): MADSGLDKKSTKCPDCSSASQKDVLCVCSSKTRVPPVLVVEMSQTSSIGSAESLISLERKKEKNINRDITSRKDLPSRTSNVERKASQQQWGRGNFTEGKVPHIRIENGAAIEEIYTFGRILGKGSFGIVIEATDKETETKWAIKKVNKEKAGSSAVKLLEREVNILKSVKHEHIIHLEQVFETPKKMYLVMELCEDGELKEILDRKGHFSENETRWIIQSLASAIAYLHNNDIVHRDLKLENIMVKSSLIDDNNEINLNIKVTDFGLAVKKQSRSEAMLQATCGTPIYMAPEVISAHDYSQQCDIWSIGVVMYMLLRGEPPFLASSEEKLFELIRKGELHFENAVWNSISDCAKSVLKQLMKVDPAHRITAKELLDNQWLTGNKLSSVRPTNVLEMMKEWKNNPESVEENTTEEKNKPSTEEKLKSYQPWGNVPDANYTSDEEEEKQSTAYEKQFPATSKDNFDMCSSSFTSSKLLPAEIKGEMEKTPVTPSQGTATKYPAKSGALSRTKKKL
OX1R antag: antagonists of human orexin 1 receptor (OX1R); O43613; OX1R-expressing cells, FRET antagonist read-out; inhibition, % at 6.6 µM; actives 1.8% (n = 330,000); in the data active means inhibition mostly above about 38%, no sharp cut-off; inactive means mostly below about 40%;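 further: 0% = agonist challenge alone and 100% = reference antagonist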
Target sequence (O43613 whole entry, looked up): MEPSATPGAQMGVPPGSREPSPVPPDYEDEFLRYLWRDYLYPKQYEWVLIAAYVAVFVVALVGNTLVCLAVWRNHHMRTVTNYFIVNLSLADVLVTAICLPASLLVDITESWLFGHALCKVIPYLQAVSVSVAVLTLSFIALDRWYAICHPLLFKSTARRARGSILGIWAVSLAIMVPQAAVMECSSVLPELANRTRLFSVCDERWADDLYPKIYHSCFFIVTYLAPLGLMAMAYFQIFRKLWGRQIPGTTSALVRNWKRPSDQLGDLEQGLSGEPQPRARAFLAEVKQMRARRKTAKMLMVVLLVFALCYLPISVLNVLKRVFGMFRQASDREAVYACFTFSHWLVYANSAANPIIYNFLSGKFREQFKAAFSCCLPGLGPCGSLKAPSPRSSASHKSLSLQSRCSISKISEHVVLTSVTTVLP
The depositor's hits bear a star; . = not tested or not shown.

Sample of the layout:
SMILES	STK33 inh	OX1R antag
COc1ccc(S(=O)(=O)N2CCC(C(=O)N[C@H](C(=O)NC3CCCC3)C(C)C)CC2)cc1	-1.0	4
CS(=O)(=O)Nc1nc2n(n1)C(c1ccccc1)CC(c1ccccc1)N2 (stereo unspecified)	0.2	14
CN(CC1CCCO1)S(=O)(=O)c1ccc(C(=O)Nc2nnc(-c3ccccc3)o2)cc1 (stereo unspecified)	-0.7	31

The whole of this part, previewed entries included:
SMILES	STK33 inh	OX1R antag
COc1ccc(S(=O)(=O)N2CCC(C(=O)N[C@H](C(=O)NC3CCCC3)C(C)C)CC2)cc1	-1.0	4
CS(=O)(=O)Nc1nc2n(n1)C(c1ccccc1)CC(c1ccccc1)N2 (stereo unspecified)	0.2	14
CN(CC1CCCO1)S(=O)(=O)c1ccc(C(=O)Nc2nnc(-c3ccccc3)o2)cc1 (stereo unspecified)	-0.7	31
c1csc(-c2nn3c(Cn4cnc5ccccc54)nnc3s2)c1	-0.4	21
CSc1nnc2ccc(-c3ccc(C)cc3)nn12	1.5	30
COc1cc(C(C)=O)ccc1OCC(=O)OCCCOC(=O)COc1ccc(C(C)=O)cc1OC	-1.1	34
O=C(Nc1ccc(CN2CCOCC2)cc1)c1ccc(Cl)cc1	-0.6	3
COc1ccc(CC(=O)N/N=C/c2ccc(-c3ccc(F)cc3)o2)cc1OC	-0.6	18
COC(=O)c1cc(NS(=O)(=O)c2cccc(Cl)c2)ccc1N1CCOCC1	0.4	26
O=C(CN1CCN(S(=O)(=O)N2CCCCC2)CC1)Nc1ccc(Cl)c(Cl)c1	0.6	21
Cc1ccc(NC(=O)Nc2c(C)n(C)n(-c3ccccc3)c2=O)cc1C	-0.6	10
CCc1ccccc1OCC(=O)OCC(=O)N1CC(=O)Nc2ccccc21	0.3	41
CCCCc1sc(-c2c(C#N)c(N)nc3c2CCCCC3)cc1[N+](=O)[O-]	-2.3	-2
COCCCNc1nc2c(-c3ccc(C)cc3)nnn2c2ccccc12	-0.6	5
COc1ccc(C(=O)C[n+]2cccc3cc(C)ccc32)cc1	1.8	30

A different layout for part of the listing above.
Compound | STK33 inh | OX1R antag
Cc1ccc(NC(=O)Nc2c(C)n(C)n(-c3ccccc3)c2=O)cc1C | -0.6 | 10
CN(CC1CCCO1)S(=O)(=O)c1ccc(C(=O)Nc2nnc(-c3ccccc3)o2)cc1 (stereo unspecified) | -0.7 | 31

Additional results:
SMILES	STK33 inh	OX1R antag
Cc1ccc2c(=O)cc(C(=O)NCCc3ccc(S(N)(=O)=O)cc3)oc2c1	0.9	-5
CCC(c1nnnn1C1CCCC1)N(Cc1cccs1)Cc1cc2cc(C)ccc2[nH]c1=O (stereo unspecified)	0.8	6
Cc1ccc(CNC(=O)C2CCCN(S(=O)(=O)c3c(C)noc3/C=C/N(C)C)C2)cc1 (stereo unspecified)	-1.5	8
Oc1ccc(C2C[C@H]3CC[C@@H]2C3)cc1O (stereo partly specified)	-1.0	1
CC(C)NC(C(=O)Nc1cc(Cl)cc(Cl)c1)c1ccccc1 (stereo unspecified)	-1.0	26
O=C(N/C(=C\c1ccco1)C(=O)N1CCCC1CO)c1ccccc1 (stereo unspecified)	-1.1	21
O=C(NCC1CCCO1)c1nn2c(C(F)(F)F)cc(-c3cc(Br)cs3)nc2c1Br (stereo unspecified)	1.4	16
CC(=O)c1cn(-c2ccc(Cl)cc2)c(=O)n(Cc2ccc(F)cc2)c1=O	0.0	10
COc1ccc(/C=N/NC(=O)c2ccc(Cl)cc2)cc1Cn1cc(Cl)cn1	-0.9	15
Cc1ccccc1-c1nc(CS(=O)(=O)CC(=O)N2CCc3ccccc3C2)c(C)o1	0.6	23
C/C=C/c1ccc(OCC(O)CN(C)Cc2ccc(SC)cc2)c(OC)c1 (stereo unspecified)	-1.7	-3
O=c1cc(O)nc[nH]1	-3.1	4
OCCN1CCOCCN(CCO)CCOCC1	-2.0	9
c1ccc(CN(Cc2cccs2)C(c2cccs2)c2nnnn2C2CCCC2)cc1 (stereo unspecified)	-2.5	9
COc1ccccc1CNC(=O)COC(=O)c1ccncc1	-0.9	-2
O=C(COC(=O)c1ccccn1)Nc1nccs1	0.7	4
COc1cc2c(c3oc(-c4ccccc4)cc(=O)c13)C=CC(C)(C)O2	0.4	33
Clc1ccc(-c2nnnn2-c2ccc(Cl)cc2)cc1	-1.5	11
CCCCn1c(=O)[nH]c(=O)c2c1nc(COc1ccc(C#N)cc1)n2CCC	-0.8	22
Cc1ccc(NC(=O)CN(C)C(=O)Cn2ccsc2=N)cc1	0.1	38
CCn1c(=O)cc(N2CCCCC2)[nH]c1=O	-0.6	9
CCOC(=O)CSc1nc2cc3c(cc2cc1C#N)OCCO3	0.7	16
Cc1c(Cl)cccc1NC(=O)CN(C1CCCCC1)S(C)(=O)=O	-0.2	2
Cc1onc(-c2ccccc2)c1C(=O)Nc1nncs1	-2.6	6
O=C(CSc1nnc(-c2ccccc2)n1Cc1ccccc1)N1CCCC1	-1.1	18
CCC(=O)NC(=S)NNC(=O)COc1ccc(Br)cc1	0.1	9
Cc1ccnc2nc(C(=O)OCCOc3ccccc3)nn12	-3.0	8
CSCCC(NC(=O)c1ccco1)C(=O)OCC(=O)N1c2ccccc2NC(=O)C1(C)C (stereo unspecified)	-0.2	-2
O=S(=O)(c1ccc2c(c1)OCCO2)N1CCC(c2nc3ccc(Cl)cc3[nH]2)CC1	4.4	14
CCN(CC)C(=O)[C@H]1C[C@H](CC(=O)NCCCN(C)C)C(=O)N2CCc3c([nH]c4cc(-c5ccco5)ccc34)[C@]12C	.	6
CCc1cccc(CC)c1NC(=O)c1cccc(NC(=O)c2ccccc2)c1	-2.2	29
COc1ccc(NC(=O)CSc2nc3ccccc3nc2N2CCCC2)c(OC)c1	-1.2	4
Nc1cc(N2CCCC2)ccc1[N+](=O)[O-]	-2.1	37
CCOC(=O)c1cc(C#N)c(Nc2ccc(C)cc2)nc1C(F)(F)F	-1.1	3
Cn1cnnc1SCc1ccccc1Br	-0.2	17
COC(=O)COc1ccccc1C(=O)Nc1ccc(OC)cc1	0.3	3
N#Cc1ccc(-c2csc(NC(=O)c3cc(-c4cccs4)nc4ccccc34)n2)cc1	-0.8	6
CC(=O)NCC(=O)N(Cc1ccco1)C1(C(=O)NC2CCCCC2)CCCCC1	-1.3	14
O=C(O)c1ccc(-n2nnnc2SCc2ccccc2Br)cc1	-1.6	7
CCN(CC)C(=O)/C=C/c1ccc(OC)c(S(=O)(=O)N2CCCCC2)c1	-0.5	18
Cc1cc(Cl)ccc1OCC(=O)OCC(=O)N1CCC(C(N)=O)CC1	-1.0	1
COc1ccccc1Oc1cc(C#N)c(C#N)cc1-n1nnc2ccccc21	2.6	10
CCOC(=O)N1CCC(NC(=O)c2cc3cc4cc(OC)ccc4nc3o2)CC1	0.0	32
CC1CN(c2nc3ccccc3nc2C(C#N)C(=O)NC2CCCCC2)CC(C)O1 (stereo unspecified)	-0.4	14
CCC(=O)N1CCc2cc(S(=O)(=O)NCCC(=O)N3CC=C(c4ccccc4)CC3)ccc21	-1.5	55*
N#Cc1nc(-c2ccc(Cl)cc2)oc1NCCc1ccccn1	2.6	8
Cc1noc(C)c1S(=O)(=O)N(C)C[C@H]1Oc2c(NC(=O)Nc3ccc4c(c3)OCO4)cccc2C(=O)N([C@H](C)CO)C[C@@H]1C	.	3
CC1=N/C(=C\c2ccc([N+](=O)[O-])cc2)C(=O)N1c1ccc(Br)c(C)c1	-1.6	26
Cc1ccc(NS(=O)(=O)c2ccccc2F)cc1S(=O)(=O)N1CCCCC1	.	13
CCCN(CCC)Cc1c(C(=O)N/N=C/C(C)=C\c2ccccc2)nnn1-c1nonc1N	-1.3	14
CSc1cccc(CN2CCN(CCc3ccccc3)C(CCO)C2)c1 (stereo unspecified)	-1.9	8
COC(=O)c1noc(C)c1-c1ccnn1C(=O)c1ccc(Cl)cc1	3.0	0
CCOC(=O)C1CCN(c2nc3ccccc3n2CC(=O)c2ccccc2)CC1	-0.4	12
O=c1[nH]c2ccc(NCc3ccc(F)cc3)cc2[nH]1	0.9	-3
COC(=O)CCC(=O)NS(=O)(=O)c1ccc(N=NN2CCOCC2)cc1	-0.8	3
C=CCOc1c2ccc(C(=O)NCc3ccc(OC)cc3)cc2nn1C	0.0	12
CCOC(=O)CN1CC23C=CC(O2)C(C(=O)N2CCN(c4ccc(F)cc4)CC2)C3C1=O (stereo unspecified)	1.2	0
O=C(O)c1cc2nc(-c3cccs3)cc(C(F)(F)F)n2n1	1.0	17
CC(C)OC(=O)C1C(=O)CC(C)(O)C(C(=O)OC(C)C)C1c1cccc([N+](=O)[O-])c1 (stereo unspecified)	-0.3	10
Cc1ccc2c(c1)N(Cc1cccc(F)c1)C(=O)C(C)O2 (stereo unspecified)	-0.5	13

Compound profiles (already shown):
CCOC(=O)CN1CC23C=CC(O2)C(C(=O)N2CCN(c4ccc(F)cc4)CC2)C3C1=O (stereo unspecified) in the list: STK33 inh = 1.2; OX1R antag = 0
O=C(O)c1cc2nc(-c3cccs3)cc(C(F)(F)F)n2n1 in the list: STK33 inh = 1.0; OX1R antag = 17

Later entries
SMILES	STK33 inh	OX1R antag
CCCc1n(CC)c2ccccc2[n+]1CC(O)COC1CCCCC1 (stereo unspecified)	-0.5	5
CCN1CCc2c(OCC(=O)N3CCC(C)CC3)cccc2C1=O	-0.8	33
COc1ccc(C2C(C(=O)/C=C/c3ccco3)=C(O)C(=O)N2CCN2CCOCC2)cc1OC (stereo unspecified)	0.4	14
COC(=O)c1cc(OC)c(OC)cc1NC(=O)c1cc(OC)cc(OC)c1	-1.7	31
Cc1ccc(CNC(=O)CCC2CCCN(Cc3cc4ccccc4o3)C2)o1 (stereo unspecified)	1.6	9
COc1ccc(CNC(=O)C2CCCN2S(=O)(=O)c2ccc(F)cc2)cc1 (stereo unspecified)	-2.2	27
CCn1c(=S)[nH]c2ccccc21	-0.4	4
N#Cc1cc(C(=O)c2ccccc2OCC(=O)Nc2ccccc2Cl)cn(C2CCCCC2)c1=O	-0.9	1
Cc1ccc(NC(=O)N2CCC(NC(=O)c3cccc(F)c3)CC2)cc1	-1.4	13
O=C(/C=C/c1ccccc1[N+](=O)[O-])NCCN1C(=O)S/C(=C\c2ccc(F)cc2)C1=O	-0.6	28
Cc1ccc2nc(NC(=O)CSCC(=O)OCC(=O)c3ccccc3)sc2c1	0.5	14
CN(C)c1cccc2c(S(=O)(=O)NCc3ccc(S(N)(=O)=O)cc3)cccc12	0.1	7
N#Cc1ccc(C23CC4CC(CC(C4)C2)C3)[nH]c1=O	-3.5	9
Cc1cccc(C(=O)Nc2cccc3c2CCCC3)c1	-0.6	24
Cc1nc2cc3ccccc3cc2n1C	-2.1	27
CC(NC(=O)c1ccco1)C(=O)OCc1cccc(C(F)(F)F)c1 (stereo unspecified)	-2.4	0
Cc1onc(-c2ccccc2Cl)c1C(=O)NNC(=O)c1nn(C)cc1Cl	-1.8	32
CCOC(=O)c1ccc(NC(=O)CCc2c(C)nc3ncnn3c2C)cc1	-1.1	1
COC(=O)COc1ccc(S(=O)(=O)N2CCN(c3ccccc3F)CC2)cc1C	0.9	4
COc1ccc(N2CCN(C(=O)CNS(=O)(=O)c3ccc(C)c(C)c3)CC2)cc1	-3.4	11
CCNC(=S)NNC(=O)c1cc(-c2ccccc2C)nc2ccccc12	-0.2	22
Cc1ccc(C)c(NC(=O)CSc2n[nH]c(-c3ccccn3)n2)c1	-2.1	12
CCOc1ccc(S(=O)(=O)Nc2ccc(C(=O)N3CCC3)cc2)cc1	0.1	14
CCN(CC(=O)NC(C)C)C(=O)Cc1ccc(C)c(C)c1	-0.4	20
COC(=O)COc1ccc2c(c1)O/C(=C\c1ccco1)C2=O	-0.2	0
C/C(Cc1ccccc1)=N\NC(=O)CNC(=O)c1cccc(F)c1	-0.4	3
CCOC(=O)CNC(=S)N(Cc1ccccc1)Cc1cccs1	-0.9	18
O=C(NCc1ccccc1)C1CC(=O)N(C2CCCCC2)C1 (stereo unspecified)	-3.5	16
CCOC(=O)C1CCN(C(=O)Cn2nc(C)n3nc(-c4ccc(CC)cc4)cc3c2=O)CC1	-0.3	-7
N#Cc1c([N+](=O)[O-])cc([N+](=O)[O-])cc1S(=O)(=O)Cc1ccccc1	1.6	28

Quoted at random: four compounds from above, in no set order.
SMILES	STK33 inh	OX1R antag
O=C(NCc1ccccc1)C1CC(=O)N(C2CCCCC2)C1 (stereo unspecified)	-3.5	16
COc1ccc(S(=O)(=O)N2CCC(C(=O)N[C@H](C(=O)NC3CCCC3)C(C)C)CC2)cc1	-1.0	4
O=C(CN1CCN(S(=O)(=O)N2CCCCC2)CC1)Nc1ccc(Cl)c(Cl)c1	0.6	21
CC1CN(c2nc3ccccc3nc2C(C#N)C(=O)NC2CCCCC2)CC(C)O1 (stereo unspecified)	-0.4	14

Later entries:
SMILES	STK33 inh	OX1R antag
COC1=C/C(=C/c2c(O)c(C#N)c3ccccn23)C=CC1=O	3.1	32
COC(=O)COc1ccc2cccc(-n3cnnn3)c2c1	0.6	12
CCOC(=O)C1CCN(c2nc(-c3ccc(C)cc3)nc3ccccc23)CC1	-0.6	25
O=C(COC(=O)c1cccc(S(=O)(=O)N2CCCCC2)c1)NC1CCCc2ccccc21 (stereo unspecified)	1.0	21
Cc1ccc(-n2cc(CNCCCN3CCCC3=O)c(-c3ccc(F)cc3)n2)cc1	-1.9	3
COc1ccccc1N1CCN(Cc2cc(=O)n3ccsc3n2)CC1	0.0	12
Cc1nn(-c2ccccc2)c(C)c1NC(=O)CCl	-1.4	4
Cn1nnc(NC(=O)c2cccc(OCc3ccccc3)c2)n1	-1.8	26
CS(=O)(=O)NNC(=O)C1Cc2c(ccc3ccccc23)O1 (stereo unspecified)	0.4	13
Cc1ccc(C(=O)N/C(=C\c2cccs2)C(=O)NCc2ccncc2)cc1	-1.2	12
Cn1nnnc1SCC(=O)NC1CCCc2ccccc21 (stereo unspecified)	0.5	20
CCC(C)N1CC23C=CC(O2)C(C(=O)OC)C3C1=O (stereo unspecified)	-1.7	5
CCCOC(=O)c1ccc(NC(=O)CN(C)Cc2cccs2)cc1	-0.8	23
COc1ccc(OCc2cc(C(=O)O)c(C)o2)cc1	0.3	2
Cc1ccc(C(=O)COC(=O)CNC(=O)c2cccs2)cc1	-0.5	16
